Screening results deposited in PubChem BioAssay by National Center for Advancing Translational Sciences (NCATS).
Vif-APOBEC3F blk – inhibitors of Vif-A3F interaction; actives 0.2% (n = 390,000); AID 602313; Potency, µM (doses to about 46.1 µM), without a hit: at the top dose activity, negative = active; HeLa A3F-eYFP + Vif (tagged APOBEC3F with the HIV-1 protein that degrades it), YFP fluorescence increase; further: potency means the concentration at half of the fitted maximal effect; % of control where 0% means no effect; nearly all actives have a fitted effect of over 65% in size
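HeLa cells stably expressing Vif plus C-terminally eYFP-tagged A3F were seeded, incubated overnight at 37 deg C, dosed with compound, incubated overnight again at 37 deg C. Yellow fluorescence (Ex 488/Em 500-530) reported blocked Vif-mediated A3F-eYFP degradation.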
LDHA inh – blocks human lactate dehydrogenase A; P00338; activity change, % (values are at about 110 or 230 µM); actives 0.15% (n = 480,000); purified LDHA, NADH/diaphorase-resazurin fluorescence; active compounds read low; AID 1347041; in the data active means activity change below about -30%; inconclusive means mostly about -25% to -30%;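 further: plate controls were DMSO wells for no effect and wells without enzyme for full effect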
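Human LDH5 at 2 nM final in Tris HCl pH 7.4 with 0.06 mM NADH and 0.2 mM pyruvate, reacted 5 minutes at room temperature. Remaining NADH coupled via diaphorase/resazurin; resorufin fluorescence read at 0 and 20 minutes, normalized to enzyme-free and DMSO wells.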
D1 agonist – activates the human D1 dopamine receptor; AID 504660; P21728; actives 1% (n = 360,000); HEK293 T-REx D1 cells, calcium flux, agonist mode; activation, % at 2 µM; in the data active means activation above about 30%; further: 0% is about no effect
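Inducible HEK293 T-REx D1 cells, force-coupled to calcium signalling, were plated at 4000 cells/well with tetracycline and held overnight at 30 C. After no-wash calcium dye loading, compound-evoked calcium rise over 180 s flagged agonists.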
D2 potentiator – positively modulates the human D2 dopamine receptor allosterically; actives 0.34% (n = 340,000); AID 485347; P14416; potentiation, % at 10 µM; HEK293 T-REx D2, calcium flux, EC20 dopamine potentiation;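 active means potentiation over 3 SD above the plate norm, cut at about 30% in these data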; further: 0% is about no effect
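Tetracycline-induced Hek293 Trex D2 cells, force-coupled to calcium, loaded with no-wash calcium dye. Compound added with 180 s kinetic read for agonism, then EC20 dopamine and a further 180 s read for potentiation.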
D1 antagonist – antagonists of human D1 dopamine receptor; P21728; HEK293 TREx D1 cells, calcium flux, dopamine EC80; active compounds read low; activity change, negative = inhibition, % at 10 µM; actives 3.2% (n = 360,000); AID 504652; in the data active means activity change below about -30%; further: on the % scale 0 is the no-effect control and ±100 the full control effect
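Calcium flux readout: force-coupled, inducible Hek293 Trex D1 line, cells induced overnight at 30 C with tetracycline, dye-loaded 30–90 min at RT. Antagonism scored against EC80 dopamine challenge given 180 s after compound.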
Glioma ERSR ind – ER stress response induction in glioma | actives 0.02% (n = 420,000) | U87-MG GRP78 promoter luciferase reporter, 16 h | Potency, µM, for inactives: at the highest dose activation, most hits filed as activators; further: potency means the concentration at half of the fitted maximal effect; series mostly up to about 76 µM; % of control where 0% means no effect; nearly all actives have a fitted effect of over 35% in size
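ERSR induction read as luciferase luminescence (Bright-Glo, 10 min at room temperature) in stably transfected human U87-MG glioma cells exposed to compounds for 16 h, using GRP78 as sensor.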
RXFP1 agonist – activates the human relaxin receptor RXFP1; HEK293T-RXFP1 cAMP TR-FRET, 30 min; response scale: percent of porcine relaxin response, buffer zero; Potency, µM (series often up to 57.5 µM), for inactives: at the highest dose activation, actives largely listed as activators; actives 0.3% (n = 370,000); AID 2676; further: potency means the concentration at half of the fitted maximal effect; on the % scale 0 is the no-effect control and ±100 the full control effect; nearly all actives have a fitted effect of over 60% in size; many of its hits are not listed in these tables
Target sequence (Q9HBX9 whole entry, looked up): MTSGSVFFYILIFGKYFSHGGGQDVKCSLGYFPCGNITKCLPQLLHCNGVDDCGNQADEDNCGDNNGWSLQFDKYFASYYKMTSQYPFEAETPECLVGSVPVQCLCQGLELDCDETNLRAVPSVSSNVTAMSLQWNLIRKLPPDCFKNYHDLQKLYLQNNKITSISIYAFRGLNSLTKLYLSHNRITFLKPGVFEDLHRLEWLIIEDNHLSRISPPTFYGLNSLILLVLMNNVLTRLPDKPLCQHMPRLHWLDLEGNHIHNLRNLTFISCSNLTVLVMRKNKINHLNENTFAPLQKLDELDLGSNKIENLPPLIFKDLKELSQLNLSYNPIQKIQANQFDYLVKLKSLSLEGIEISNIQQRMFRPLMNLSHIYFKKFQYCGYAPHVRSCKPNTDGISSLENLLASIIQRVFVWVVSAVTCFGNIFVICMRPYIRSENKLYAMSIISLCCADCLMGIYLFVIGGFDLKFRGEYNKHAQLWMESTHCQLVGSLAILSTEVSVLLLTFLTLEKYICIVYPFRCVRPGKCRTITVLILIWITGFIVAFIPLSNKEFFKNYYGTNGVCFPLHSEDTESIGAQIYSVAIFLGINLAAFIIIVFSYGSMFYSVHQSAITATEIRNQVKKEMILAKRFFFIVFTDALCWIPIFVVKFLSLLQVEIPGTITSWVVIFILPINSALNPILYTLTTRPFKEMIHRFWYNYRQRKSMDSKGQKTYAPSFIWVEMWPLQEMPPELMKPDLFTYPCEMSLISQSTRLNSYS
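HEK293 cells stably expressing RXFP1, treated 30 min at 37C with compounds plus PDE4 inhibitor Ro 20174; cAMP measured by HTRF TR-FRET. Normalized to buffer and 29 nM porcine relaxin; EC50 by Hill fit.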
Vif-A3G inh – inhibitors of Vif-APOBEC3G interaction | HeLa A3G-eYFP + Vif (tagged APOBEC3G with the HIV-1 protein that degrades it), YFP fluorescence, overnight | Potency, µM (doses to about 46.1 µM), without a hit: at the top dose activity, negative = active, actives largely listed as inhibitors | actives 0.076% (n = 410,000);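 further: potency means the concentration at half of the fitted maximal effect; on the % scale 0 is the no-effect control and ±100 the full control effect; nearly all actives have a fitted effect of over 60% in size; hits raise eYFP signal because A3G escapes Vif-driven loss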
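Read-out is eYFP fluorescence (Ex 488/Em 500-530) from Vif-expressing HeLa A3G-eYFP cells; more signal means A3G escaped Vif-mediated degradation. Cells plated overnight, compound pinned in, incubated overnight at 37 deg C.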
D1 potentiator – potentiators of human D1 dopamine receptor | HEK293 TREx D1 cells, calcium flux, dopamine EC20 potentiation | potentiation, % at 10 µM | AID 504651 | actives 0.036% (n = 360,000); in the data active means potentiation above about 30%; further: 0% is about no effect
Active calls of the source: *; ? = inconclusive; · = no result given; & = joins results of further samples. Unless noted, the call rests on the fitted dose curve; in most records, active means well fitted curve in the direction sought with a large enough effect; inconclusive means small, poorly fitted or top-dose-only effect, or another doubt; inactive means no such curve, though single readings can be large; an effect the other way counts as inactive or inconclusive.

SMILES | Vif-APOBEC3F blk | LDHA inh | D1 agonist | D2 potentiator | D1 antagonist | Glioma ERSR ind | RXFP1 agonist | Vif-A3G inh | D1 potentiator
CCn1nnnc1SCC(=O)Nc1ccc2c(c1)OCO2 | -8.4% | 0.5 | 0.5 | 0.4 | 9.1 | 4.2% | 1.2% | 3.9% | -0.5
Cc1ccc(S(=O)(=O)NNC(=O)Cc2cccn2C)cc1 | 1.1% | 0.1 | 2.9 | 6.6 | 1.9 | 4.8% | -2.0% | 3.9% | 2.2
CC(C)(C)N1C(=O)[C@H]2[C@@H](c3ccc(Br)cc3)N3C(=O)N(c4cccc(F)c4)C(=O)[C@@]3(C)[C@H]2C1=O | 2.4% | 3.1 | 6.5 | -3.3 | 7.1 | -1.2% | 0.4% | -3.0% | -3.0
COc1ccc(-c2c3c(nc4sc(C(=O)Nc5ccc(Cl)cc5)c(N)c24)CC(C)(C)CC3=O)cc1 | · | -2.6 | 1.3 | 14.5 | -19.1 | · | 5.1% | · | -2.3
O=C(CN1C(=O)S/C(=C\c2ccccc2)C1=O)NCCCn1ccnc1 | 4.4% | -3.6 | 3.0 | 9.8 | 6.9 | -1.6% | 0.2% | -4.6% | 4.4
C=CCn1c(SCCOC)nc2c1c(=O)[nH]c(=O)n2C | -12.2% | -3.5 | 2.3 | 1.8 | 2.6 | 0.1% | 3.2% | 2.1% | ·
Cc1ccc(C)c(OC(=O)CSc2nnc(-c3ccc4c(c3)OCO4)o2)c1 | -2.3% | -9.0 | -0.2 | 5.5 | -0.7 | -7.5% | -4.9% | 3.4% | -2.0
O=C(NC(=S)Nc1ccc(-c2nc3ncccc3o2)cc1)c1ccccc1F | 11.7% | -3.7 | -3.0 | 6.6 | · | -0.5% | 10.5% | -1.0% | -3.1
O=C(c1ccc(F)cc1)N1CCN(C(=O)c2ccc([N+](=O)[O-])cc2)CC1 | ? | 1.2 | 2.7 | · | -10.7 | -1.6% | -3.1% | -1.2% | -2.6
CCC(O)(Cc1ccccn1)Cc1ccccn1 | -11.4% | -3.4 | · | · | · | 4.0% | · | -3.2% | ·
CCOc1cc(-c2nc(-c3ccc(C)nc3OC)no2)cc(OCC)c1OCC | -14.2% | -7.7 | 2.2 | 15.1 | 4.3 | -1.1% | -0.5% | -0.1% | 1.7
CC(C)C[C@H]1CN=C(N(C)C)N1CC1CCCC1 | -2.7% | -4.7 | 1.0 | -0.3 | -8.4 | -3.7% | -0.4% | 0.7% | -4.2
Cc1onc(-c2ccccc2)c1C(=O)N1CCN(c2ccccc2)CC1 | 6.2% | -1.4 | 1.8 | -0.8 | 4.3 | -2.3% | -3.5% | -10.1% | -5.6
CCCCc1ccc(C2C3=C(CC(C)(C)CC3=O)NC3=C2C(=O)c2ccccc23)cc1 (stereo not drawn) | 4.2% | 5.5 | 3.2 | · | -2.7 | -0.3% | 0.8% | 2.2% | -3.1
O=C(Nc1cccn(Cc2c(Cl)cccc2Cl)c1=O)c1ccccc1Cl | 6.5% | -0.9 | 5.0 | -1.6 | -22.4 | -0.1% | -0.1% | 0.6% | -0.9
CCOc1ccc(CCNC(=O)CS(=O)Cc2nc(-c3ccccc3Cl)oc2C)cc1OCC (stereo not drawn) | 1.2% | -1.5 | 0.0 | -7.6 | 24.8 | -5.1% | 1.5% | 2.1% | 7.1
CCCCn1c(SCC(=O)N(C)C2CCS(=O)(=O)C2)nc2cc(S(N)(=O)=O)ccc21 (stereo not drawn) | -5.3% | -8.7 | 4.2 | -0.6 | 5.9 | -3.2% | -1.9% | -1.1% | -2.5
O=C(Oc1ccc(N(Cc2cccs2)C2=NS(=O)(=O)c3ccccc32)cc1)c1ccccc1F | -1.7% | 0.0 | 3.4 | 0.5 | · | -2.0% | -3.0% | 1.0% | -2.1
NC(=O)C1CCN(C(=O)c2cc(S(=O)(=O)N3CCOCC3)ccc2Cl)CC1 | -3.6% | -0.9 | 1.3 | · | -8.9 | -2.3% | 1.2% | -1.3% | -3.2
CCOc1ccc(CNC(=O)c2cc3c(s2)-c2ccccc2OC3)cc1 | -0.4% | 3.6 | 3.6 | -16.6 | -9.8 | 2.1% | 8.8% | -3.0% | -7.0
COc1ccc(NC(=O)c2ccco2)cc1NC(=O)C(C)(C)Oc1ccc(Cl)cc1 | -12.1% | 3.5 | 8.7 | -0.7 | -10.6 | -0.6% | 5.1% | -9.1% | -4.5
CCN(CC)C(=O)CSc1nc2cc3c(cc2c(=O)n1CCCC(=O)NCc1ccc(OC)cc1)OCO3 | -23.8%&-4.6% | -7.3&-1.0 | 0.4&-1.0 | 3.3 | 2.1&0.9 | -3.2%&-3.9% | 2.6%&-0.7% | -15.6%&4.2% | -5.7&1.4
Cc1ccc(C(=O)C2=C(O)C(=O)N(Cc3cccnc3)C2c2ccc(Br)cc2)o1 (stereo not drawn) | 5.1% | -6.7 | 3.2 | 10.2 | -1.1 | -5.3% | ? | 1.7% | -0.8
O=C(c1ccccc1)N1CCCOC1c1ccccc1 (stereo not drawn) | -0.4% | -3.3 | 0.2 | 9.4 | -3.2 | 0.2% | -0.1% | 0.4% | 2.7
Cc1cc(C)cc(N(CC(=O)O)S(=O)(=O)c2c(C)noc2C)c1 | -3.5% | -10.6 | 1.8 | -2.4 | -5.3 | -4.1% | 0.2% | -0.9% | -2.2
SMILES | Vif-APOBEC3F blk | LDHA inh | D1 agonist | D2 potentiator | D1 antagonist | Glioma ERSR ind | RXFP1 agonist | Vif-A3G inh | D1 potentiator
CCCC1CCC(=NNC(=S)NCCc2ccccc2)CC1 (stereo not drawn) | 11.7% | -1.7 | 1.7 | · | 1.1 | -0.4% | 1.1% | 3.1% | -3.8
O=C(Nc1ccc(F)cc1)c1ccc(Br)c(S(=O)(=O)N2CCOCC2)c1 | -5.6% | -10.2 | 23.5 | 4.4 | -6.2 | -0.5% | 0.3% | 1.1% | ·
CCn1c(COc2ccccc2C)nnc1SCC(=O)NCc1ccccc1 | -9.3% | -3.5 | 0.4 | 1.4 | -5.8 | 5.1% | 0.2% | -18.2% | 1.6
Cc1ccccc1-c1n[nH]c(=S)n1C | 5.4% | -5.4 | 0.5 | 5.2 | 2.5 | -1.4% | 0.1% | 0.2% | 2.2
O=C(CN1CCOCC1)Nc1ncc(Cc2cccc3ccccc23)s1 | -1.7% | -1.0 | 5.4 | 3.2 | 8.1 | -2.2% | 1.8% | -2.1% | 0.7
COc1ccc(S(=O)(=O)Nc2cccc3c2O[C@H](CN(C)Cc2ccc(C(=O)O)cc2)[C@@H](C)CN([C@H](C)CO)C3=O)cc1 | 11.5% | 4.6 | · | · | · | -2.9% | · | -1.8% | ·
CCC1CCCCN1Cc1nc2c(c(=O)n(C)c(=O)n2C)n1CCCc1ccccc1 (stereo not drawn) | 4.2% | 1.9 | 4.4 | -11.1 | 9.9 | -2.6% | 0.2% | 3.1% | -1.2
Cc1cc(NC(=O)Cn2cnc3sccc3c2=O)no1 | 5.9% | -3.6 | · | · | · | -2.4% | · | 1.8% | ·
Cc1ccc(NC(=O)CSc2nc(=O)n(CCN3CCOCC3)c3c2CCC3)c(C)c1 | -7.4% | -13.0 | -2.9 | -1.1 | · | -4.3% | 5.9% | 5.5% | 3.4
O=C(NCCc1nc2ccccc2[nH]1)c1ccco1 | 4.5% | -6.3 | 1.7 | -6.3 | -9.5 | -3.8% | 1.7% | -0.6% | -5.1
COc1ccc(OC)c(NC(=O)CCCN2C(=S)NC(C)(C)CC2C)c1 (stereo not drawn) | ? | -3.1 | 1.2 | -4.9 | 7.8 | 5.0% | -0.8% | 0.4% | -0.5
O=S(=O)(NCc1ccccc1)c1ccc(S(=O)(=O)NCC2CCCO2)cc1 (stereo not drawn) | 0.7% | -5.6 | 1.6 | 21.4 | -0.1 | -5.7% | 0.2% | -6.1% | 2.8
Cc1ccn2c(-c3n[nH]c(=S)n3C)c(C)nc2c1 | -9.1% | -0.9 | 4.9 | 8.4 | 20.1 | -2.4% | -0.9% | 3.3% | -2.1
Cc1ccc(S(=O)(=O)NC(Cc2ccccc2)C(=O)O)cc1C (stereo not drawn) | 6.7% | -3.0 | 2.4 | -2.5 | 14.7 | -6.7% | 1.0% | 0.4% | 0.5
C=CCNC(=O)c1ccc(-c2nc(-c3ccc(Cl)cc3Cl)cs2)cc1 | 0.9% | -0.2 | 2.9 | 3.7 | 21.4 | -1.8% | -1.9% | 2.5% | -0.6
CC(=O)c1ccc(-n2c(-c3cc(-c4ccsc4)n[nH]3)n[nH]c2=S)cc1 | 1.6% | -9.6 | 2.5 | 2.9 | 17.8 | -1.6% | 1.3% | -3.5% | -2.5
COc1ccc2c(c1O)Cc1ccccc1C2=O | -5.2% | 3.1 | -0.7 | 4.9 | -7.7 | 10.6% | 2.9% | 0.9% | -5.2
COc1ccc2c(-c3cccnc3)cc(=O)[nH]c2c1 | -2.8% | 1.2 | 2.5 | 0.9 | -2.7 | -0.1% | 0.5% | 0.7% | 1.4
COc1ccccc1OCCC(=O)Nc1nc(C)cs1 | -7.6% | -13.4 | 4.1 | · | -3.9 | 2.6% | 0.0% | -1.8% | 0.6
O=C(NNC(=S)NCc1ccccc1)c1ccccc1OC(F)F | -3.0% | 2.5 | 10.1 | -11.0 | -11.1 | -5.7% | 0.0% | -0.8% | -2.4
O=C(O)c1ccccc1OCC1CCCO1 (stereo not drawn) | -1.7% | -3.3 | 2.3 | 17.1 | -9.4 | -4.8% | -0.2% | 8.9% | 0.6
COc1ccccc1NC(=O)N(C)C[C@H]1OCc2cnnn2CCCC(=O)N([C@@H](C)CO)C[C@H]1C | 6.1% | -9.8 | · | · | · | -2.4% | · | 2.6% | ·

An excerpt from above with just D1 potentiator, LDHA inh and D2 potentiator.
molecule	D1 potentiator	LDHA inh	D2 potentiator
O=C(Nc1ccc(F)cc1)c1ccc(Br)c(S(=O)(=O)N2CCOCC2)c1	·	-10.2	4.4
Cc1cc(NC(=O)Cn2cnc3sccc3c2=O)no1	·	-3.6	·

Only part of the results is shown, so the mix of outcomes need not match the whole.
